Rv3671c inh = inhibits the M. tuberculosis serine protease Rv3671c; P9WHR9; inhibition, % at 5.96 µM; 0.048% of 320,000 active; AID 2606; in the data active = inhibition above about 38%;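 also: extracellular domain of Rv3671c used as enzyme; 0% = enzyme with DMSO and 100% = no enzyme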
GDH-TPI inh = GDH-TPI coupled enzyme inhibition counter-screen; AID 588335; GDH-TPI coupled enzyme counterscreen, NADH absorbance; 1.2% of 360,000 active; inhibition, % at 4.8 µM; in the data active = inhibition above about 30%;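 also: 0% = DMSO wells and 100% = wells lacking the enzyme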
FBA Mtb inh = Mtb fructose-bisphosphate aldolase inhibition; purified M. tuberculosis FBA, fluorescence read-out; 2.3% of 360,000 active; inhibition, % at 1 µM; P9WQA3; in the data active = inhibition above about 27%;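 also: 0% = vehicle and 100% = reference inhibitor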
Target sequence (P9WQA3 whole entry, looked up): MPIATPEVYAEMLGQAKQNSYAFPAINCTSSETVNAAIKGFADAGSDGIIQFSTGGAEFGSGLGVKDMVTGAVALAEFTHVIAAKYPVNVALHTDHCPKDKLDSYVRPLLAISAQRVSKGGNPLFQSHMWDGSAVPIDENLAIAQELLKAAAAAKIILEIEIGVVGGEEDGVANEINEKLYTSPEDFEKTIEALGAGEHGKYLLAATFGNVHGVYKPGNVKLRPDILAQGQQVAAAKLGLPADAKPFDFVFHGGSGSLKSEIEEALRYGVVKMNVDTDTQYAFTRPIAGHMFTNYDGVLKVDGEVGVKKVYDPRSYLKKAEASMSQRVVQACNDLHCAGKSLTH
BoNT-F LC inh = inhibitors of Botulinum neurotoxin F light chain protease. Multiplex microsphere protease cleavage assay, flow cytometry. inhibition, % at 10 µM. 0.22% of 360,000 active; in the data active = inhibition above about 35%, passing the limit was not always enough; also: plate controls were buffer without enzyme for full effect and enzyme alone for no effect
PrPC TRFRET = inhibitors of human cell surface prion protein PrPC; TR-FRET read-out; inhibition, % at 13.8 µM; 0.43% of 370,000 active; AID 720596; in the data active = inhibition above about 24%; also: 0% = median of the test wells and 100% = reference compound wells
BioA inh = blocks M. tuberculosis BioA enzyme activity; 0.096% of 360,000 active; AID 602481; purified M. tuberculosis BioA enzyme, plate reader; inhibition, % at 9.99 µM; in the data active = inhibition above about 40%
Mtb UGM inh = blocks M. tuberculosis UGM enzyme | inhibition, % at 10 µM | P9WIQ1 | purified UGM, fluorescence polarization probe displacement | 0.06% of 320,000 active; in the data active = inhibition above about 10%, passing the limit was not always enough
Target sequence (P9WIQ1 whole entry, looked up): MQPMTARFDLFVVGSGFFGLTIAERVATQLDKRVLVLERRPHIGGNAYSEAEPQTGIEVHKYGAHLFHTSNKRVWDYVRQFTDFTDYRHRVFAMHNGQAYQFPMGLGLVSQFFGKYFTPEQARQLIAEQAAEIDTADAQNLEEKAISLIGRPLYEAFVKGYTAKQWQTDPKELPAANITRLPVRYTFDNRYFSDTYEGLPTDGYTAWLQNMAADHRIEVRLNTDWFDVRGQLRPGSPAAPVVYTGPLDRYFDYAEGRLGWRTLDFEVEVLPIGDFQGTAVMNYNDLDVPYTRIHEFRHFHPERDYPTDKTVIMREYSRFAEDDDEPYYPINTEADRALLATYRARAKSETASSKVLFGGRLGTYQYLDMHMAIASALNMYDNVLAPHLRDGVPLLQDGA
FadD28 binding = inhibitors of Mycobacterium tuberculosis FadD28 bisubstrate binding. AID 588549. FadD28 bisubstrate probe binding, fluorescence polarization. 0.22% of 360,000 active. inhibition, % at 12.5 µM; in the data active = inhibition above about 8.5%, passing the limit was not always enough
MazEF act = MazEF (E. coli) toxin RNase activation; 0.32% of 350,000 active; FAM/BHQ RNA-DNA oligo cleavage fluorescence, 5 h; AID 504720; activation, % at 20 µM; P0AE70; in the data active = activation above about 50%
Target sequence (P0AE70 whole entry, looked up): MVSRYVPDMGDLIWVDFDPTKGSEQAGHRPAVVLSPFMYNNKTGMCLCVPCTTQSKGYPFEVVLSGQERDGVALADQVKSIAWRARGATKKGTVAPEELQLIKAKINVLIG
* = called active by the depositor; x = no result given; & = joins results of further samples. Compounds as they come; any-hit rate near 4.8%.

Structure,Rv3671c inh,GDH-TPI inh,FBA Mtb inh,BoNT-F LC inh,PrPC TRFRET,BioA inh,Mtb UGM inh,FadD28 binding,MazEF act
CCOc1ccc(S(=O)(=O)N2CCN(C(=O)c3sccc3C)CC2)cc1,9,-9,0,-6,-2,-0.3,-1.2,-4.2,3
COc1ccc(C2=NN(CCC(=O)NCC3CCCO3)C(=O)CC2)cc1 (stereo not given),-6,10,2,0,4,-1.0,-1.0,1.0,3
C[C@H](CO)N1C[C@H](C)[C@@H](CN(C)C(=O)Nc2ccccc2F)Oc2cc(Br)ccc2S1(=O)=O,x,2,-3,7,4,0.6&0.6,x,-1.7,-1
CN(C(=O)C1Cc2c(-c3ccc(Cl)cc3)ccnc2O1)c1ccccc1 (stereo not given),x,7,-3,-4,-13,0.8,x,-4.6,x
NC(=O)c1ccc[n+](CC(=O)c2ccc(Cl)c(Cl)c2)c1,-9,-15,0,7,-4,9.6,-0.2,-3.5,2
CNc1cccc(-c2cc(OC)c(OC)c(OC)c2)n1,x,16,17,-4,-2,-0.1,x,-1.4,x
Cc1cccc(NC(=O)CSCc2cc(=O)n3c(C)csc3n2)c1C,-8,7,-1,4,8,-1.3,-0.9,1.0,6
O=[n+]1cc(-c2ccccc2)n([O-])c2c1CCC2,4,0,4,11,-16,-1.0,-0.8,0.3,4
CCOc1cc([C@@H]2C[C@H]3CN(c4ccccc4)C(=O)[C@]34CCCN24)ccc1OC,-14,-8,3,25,-6,0.0,-0.9,-2.9,-16
Cc1ccc2[nH]cc(CCNC(=O)C3CCCCC3)c2c1,x,-14,3,50*,15,0.6,-1.7,-0.5,7
O=C(COC(=O)Cc1ccc(Cl)cc1)NC1CCCC1,-3,-4,1,x,1,-0.4,2.0,-0.8,10
CCOc1ccc2oc(C(=O)OCC(=O)N(CC(C)C)c3c(N)n(Cc4ccccc4)c(=O)[nH]c3=O)c(C)c2c1,x,0,20,4,2,-1.1,x,-7.8,-11
Cn1c(-c2ccc(=O)[nH]c2)nc2ccccc21,-3,-4,21,5,5,x,1.1,-4.5,13
COc1cccc(CCc2nnc(CCC(=O)N(C)C3CC(C)(C)NC(C)(C)C3)o2)c1,-1,-9,0,7,2,0.5,2.2,-3.1,9
COc1ccc(NC(=O)CN2CCC(C(=O)c3ccc(F)cc3)CC2)c(OC)c1,1,-10,-6,10,-6,0.6,1.4,-4.9,5
CC(C)Oc1ccc(C(=O)NCc2cccnc2)cc1,-7,2,4,-28,7,-2.1,-1.7,-0.8,6
COc1ccc(/C=N/NC2=NS(=O)(=O)c3ccccc32)cc1OC(C)=O,-3,32*,-1,-5,2,-2.4,3.6,x,-5
O=C(O)CC/C(=N/NC(=O)c1ccc(-c2ccccc2)cc1)c1ccccc1,0,16,-1,5,0,1.3,2.0,-3.1,-5
COc1cccc(C2=CC(=O)CCC2)c1OC,7,9,2,-5,-3,-1.8,1.4,-0.6,4
CN1C(=O)c2ccc(NC(=O)c3ccc(Cl)cc3Cl)cc2C1=O,-7,4,38*,x,5,-1.3,1.7,-0.2,8

A stretch taken from the entries so far, as a working copy:
Structure,Rv3671c inh,GDH-TPI inh,FBA Mtb inh,BoNT-F LC inh,PrPC TRFRET,BioA inh,Mtb UGM inh,FadD28 binding,MazEF act
O=C(COC(=O)Cc1ccc(Cl)cc1)NC1CCCC1,-3,-4,1,x,1,-0.4,2.0,-0.8,10
CCOc1ccc2oc(C(=O)OCC(=O)N(CC(C)C)c3c(N)n(Cc4ccccc4)c(=O)[nH]c3=O)c(C)c2c1,x,0,20,4,2,-1.1,x,-7.8,-11
Cn1c(-c2ccc(=O)[nH]c2)nc2ccccc21,-3,-4,21,5,5,x,1.1,-4.5,13
COc1cccc(CCc2nnc(CCC(=O)N(C)C3CC(C)(C)NC(C)(C)C3)o2)c1,-1,-9,0,7,2,0.5,2.2,-3.1,9
COc1ccc(NC(=O)CN2CCC(C(=O)c3ccc(F)cc3)CC2)c(OC)c1,1,-10,-6,10,-6,0.6,1.4,-4.9,5
CC(C)Oc1ccc(C(=O)NCc2cccnc2)cc1,-7,2,4,-28,7,-2.1,-1.7,-0.8,6
COc1ccc(/C=N/NC2=NS(=O)(=O)c3ccccc32)cc1OC(C)=O,-3,32*,-1,-5,2,-2.4,3.6,x,-5
O=C(O)CC/C(=N/NC(=O)c1ccc(-c2ccccc2)cc1)c1ccccc1,0,16,-1,5,0,1.3,2.0,-3.1,-5
COc1cccc(C2=CC(=O)CCC2)c1OC,7,9,2,-5,-3,-1.8,1.4,-0.6,4

(listing goes on)
Structure,Rv3671c inh,GDH-TPI inh,FBA Mtb inh,BoNT-F LC inh,PrPC TRFRET,BioA inh,Mtb UGM inh,FadD28 binding,MazEF act
CC(=O)Nc1ccccc1NC(=O)c1ccccc1-c1ccccc1,-1,9,2,12,12,-1.0,-2.4,-1.0,1
COc1cccc(/C=C/C(=O)OCC(=O)N2c3ccccc3NC(=O)C2(C)C)c1,1,9,9,-3,1,x,0.8,-3.7,13
CNC(=O)C12CC3CC(CC(Cl)(C3)C1)C2,-2,3,-4,-4,2,x,-3.2,-3.6,6
CC(NC(=O)C1=CC=CN2CCS(=O)(=O)N=C12)c1ccc(Cl)cc1Cl (stereo not given),-2,1,29*,7,-2,5.1,x,-1.4,4
Cc1ccccc1C(=O)NNC(=O)CCC(=O)Nc1cccc(Cl)c1C,-14,7,3,4,-5,-2.1,-4.2,0.0,-1
COc1cc(OC)cc(-n2c3nc4ccccc4nc3c3c(=O)n(CC4CCCO4)cnc32)c1 (stereo not given),-9,x,x,x,0,x,-1.8,x,9
O=C(/C=C/c1ccc([N+](=O)[O-])cc1)NCc1cccnc1,5,13,-1,-4,-44,x,0.9,-2.3,0
C#Cc1ccc(CN2CCC(C(=O)Nc3ccc(Oc4ccccc4)nc3)CC2)cc1,-18,8,-2,0,-8,-2.6,0.1,-6.4,9
CN(C)c1ccc(-n2cccc2)cc1,0,-1,3,-4,-1,x,-1.2,-2.4,8
CCc1ccccc1NC(=O)[C@@H]1CCC(=O)N1C1OC(=O)c2ccccc21 (stereo not given in full),3,2,0,0,-8,-0.9,-1.8,-2.4,7
Cc1cc(NC(=O)Nc2ccc3c(ccn3C)c2)sn1,0,-3,0,-41,7,2.1,-1.4,-0.1,4
O=C(Cn1cnc2ccccc2c1=O)N1CCc2ccccc2C1,3,-11,2,-5,1,x,-2.1,-3.5,3
Cc1ccccc1-n1nc(C)c2cc(C(=O)N3CCN(S(=O)(=O)c4ccc(F)cc4)CC3)sc21,-14,4,1,-4,-5,-0.6,1.8,-3.9,-6
CCOc1ccccc1-n1c(SCC(=O)N2CCCC2)nnc1-c1ccc(O)cc1,-3,8,-1,-1,-1,0.4,1.5,-2.2,-11
COCCNC(=O)C(c1ccc(C)cc1)N(C(=O)CCC(=O)Nc1ccccn1)c1ccc(F)cc1 (stereo not given),-6,9,2,0,-1,-2.9,5.3,-0.1,4
CC(=O)NC(CC(=O)N(C)Cc1c(F)cccc1Cl)c1ccccc1 (stereo not given),-3,-1,4,-1,-1,1.2,-0.3,-2.0,3
CCn1c(Cc2ccccc2)nnc1SCC(=O)Nc1cc(C)on1,0,7,2,3,x,6.4,0.5,-1.8,3
COc1ccc(NC(=O)C2=C(C)NC(=O)NC2c2cccs2)c(OC)c1 (stereo not given),4,-2,3,2,3,0.0,-0.3,0.5,-7
CCN(C(=O)COC(=O)c1n[nH]c2ccccc12)C1CCS(=O)(=O)C1 (stereo not given),-9,1,10,-2,-1,-0.2,-1.8,-1.1,2
CCCCNC(=O)c1cc2c(=O)n3cccc(C)c3nc2n(Cc2ccncc2)c1=N,-8,-1,151*,-4,-25,1.6,1.5,-0.8,29

In a second layout: entries from further up
Second line of a record: Rv3671c inh | GDH-TPI inh | FBA Mtb inh | BoNT-F LC inh | PrPC TRFRET | BioA inh | Mtb UGM inh | FadD28 binding | MazEF act
COc1ccc(NC(=O)C2=C(C)NC(=O)NC2c2cccs2)c(OC)c1 (stereo not given)
    4 | -2 | 3 | 2 | 3 | 0.0 | -0.3 | 0.5 | -7
CCN(C(=O)COC(=O)c1n[nH]c2ccccc12)C1CCS(=O)(=O)C1 (stereo not given)
    -9 | 1 | 10 | -2 | -1 | -0.2 | -1.8 | -1.1 | 2

(list continues)
Structure,Rv3671c inh,GDH-TPI inh,FBA Mtb inh,BoNT-F LC inh,PrPC TRFRET,BioA inh,Mtb UGM inh,FadD28 binding,MazEF act
COc1ccc(/C=N/NC(=O)c2cccnc2)cc1CN1CCCc2ccccc21,12,21,-2,0,-1,x,2.0,-0.9,4
C=C(C)CN1CCN(S(=O)(=O)c2ccc(C)c(N(C)S(=O)(=O)c3ccc(C)cc3)c2C)CC1,-4,-3,0,-2,1,x,-1.4,-2.6,-7
Cc1ccc(NC(=O)C(C)Sc2nc(-c3ccccc3)cc(=O)[nH]2)cc1 (stereo not given),-10,5,-1,8,2,1.9,1.7,-1.4,1
CCC(=O)N1CCc2cc(S(=O)(=O)N3CCc4ccccc4C3)ccc21,13,4,-3,2,3,-1.7,-1.4,-1.0,-7
Cc1nnc(C)c2c(C)n(-c3ccc(Cl)c(N)c3)c(C)c12,2,1,1,15,4,15,1.5,0.3,14
Cc1cc(S(=O)(=O)NCc2ccco2)c(C)s1,-2,4,0,4,-4,0.1,-0.9,1.0,-2
CC1(C(=O)Nc2cccc(C(F)(F)F)c2)Cc2c(-c3cccc(C(N)=O)c3)ccnc2O1 (stereo not given),x,9,4,1,0,16,x,0.3,x
COc1ccc(NC(=O)CN2CCN(c3ccccc3)CC2)cc1,-5,2,0,6,5,1.4,-0.5,-0.7,-10
Nc1nc(-c2cccnc2)nn1S(=O)(=O)c1ccccc1,-4,7,-1,-4,-3,-0.7,1.1,-2.0,7
O=C1C(Cc2ccccc2)Nc2ncnc(N3CCOCC3)c2N1Cc1ccc(Cl)cc1 (stereo not given),2,5,-1&2,-3&-3,0&2,-3.4&-1.3,-1.5,-3.0&0.2,-8
CCOc1ccccc1OCCCC(=O)N1CCN(S(=O)(=O)c2ccc(Cl)cc2)CC1,-3,6,-1,-8,-6,-1.7,-1.5,-2.6,-2
CC(C)(C)NC(=O)Cn1nnc(-c2ccc(OCc3c(F)cccc3Cl)cc2)n1,-9,9,-1,-4,0,-0.3,0.6,-2.0,2
COc1ccccc1N1CCN(Cc2c(F)cccc2F)CC1,3,-4,2,6,x,2.0,2.0,-1.6,-13
COc1ccccc1-c1c(-c2ccc(O)cc2O)n[nH]c1C(F)(F)F,4,-1,1,-3,12,2.8,-0.1,-21,10
Cc1cc(=O)c(C(=O)O)c(C)n1-c1ccccc1,x,6,2,-7,0,-1.2,x,-1.1,-1
Cc1cccc(CC(=O)NC2CCN(C)CC2)c1,1,-10,1,-24,2,-0.8,-0.6,-4.6,7
COC(=O)c1cn(CC(=O)Nc2ccc(OC)cc2)c2ccccc12,0,0,0,5,-1,-1.0,0.2,-0.5,-12
O=C(Nc1nncs1)c1ccc(S(=O)(=O)c2ccccc2)cc1,-9,16,0,-2,6,-2.2,-0.3,-1.2,9

Screening data from PubChem BioAssay.
